Bioassay records deposited in PubChem by National Center for Advancing Translational Sciences (NCATS).
GAA glycogen – qHTS Assay for Inhibitors and Activators of Human alpha-Glucosidase Cleavage of Glycogen. Lysosomal alpha-glucosidase (Homo sapiens), P10253. recombinant GAA, glycogen substrate, Amplex Red glucose oxidase fluorescence. Potency, µM (top dose mostly 76.4 µM), for inactives: at the highest dose activity change, negative = inhibition, actives largely listed as inhibitors. 300,000 tested, 0.38% active; active = well fitted inhibition curve with a large enough effect; inconclusive = small, poorly fitted or top-dose-only effect, or another doubt; inactive = no such curve, though single readings can be large or run the other way;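 also: 0% = full enzyme reaction and -100% = no-enzyme basal signal; the screen sought inhibitors and activators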
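Recombinant enzyme (4 nM final) with compounds titrated up to 77 uM and bovine liver glycogen (30 ug) in citrate pH 5.0, 0.01% Tween-20, 37 C 40 min. Released glucose detected by Amplex Red/glucose oxidase (Ex 573/Em 610); AC50 from Hill fits.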
Starred values were filed as active, the others as inactive; ? = inconclusive; [ ] = remark or other dose. Potency is read from the fitted curve at half-maximal effect. Some of the compounds tested. The share of hits here may be higher or lower than overall.

SMILES	GAA glycogen
COC(=O)c1ccc(COc2ccc(/C=C/C(=O)c3ccc(OC)c(CSCC(=O)O)c3)cc2OC)cc1	-7.0%[76.3 µM]
CC1CN(c2ccccc2)CCN1C(=O)c1cc(COc2c(F)cccc2F)on1 (centres undefined)	-17.3%[76.3 µM]
CCn1c(C)nnc1SCC(=O)Nc1ccccc1Cl	-1.5%[76.3 µM]
O=C(CCN1C(=O)c2ccccc2S1(=O)=O)Nc1ccccc1F	-7.3%[76.3 µM]
CCn1c(SCC(=O)NC2CCCCC2)nc2c(c1=O)SCC2	-4.9%[76.3 µM]
CN(C(=O)c1cccc([N+](=O)[O-])c1)c1ccccc1C(=O)NCc1ccccc1	-9.0%[76.3 µM]
CCOc1ccc(Br)cc1S(=O)(=O)NC1CC(C)(C)NC(C)(C)C1	-2.4%[76.3 µM]
COc1ccccc1C1CC(c2ccccc2)=NN1C(=O)c1ccccc1 (centres undefined)	-4.4%
CCCC(=O)N(CCN1CCOCC1)c1nc2c(C)ccc(C)c2s1	1.1%[76.3 µM]
CS(=O)(=O)Cc1ccc(C(=O)NC2CCSc3ccccc32)cc1 (centres undefined)	8.6%
CC(C)n1c(SCC(=O)Nc2ccc(F)cc2)nnc1C1CC1	-8.3%[76.3 µM]
Cc1cccc(N2CCN(S(=O)(=O)c3ccc4c(c3)CC(C)N4C(=O)C3CC3)CC2)c1C (centres undefined)	-8.4%[76.3 µM]
COc1ccc(O)c(-c2cc(-c3ccccc3Cl)[nH]n2)c1	10.1%[76.3 µM]
Cc1ccc(C(=O)Nc2nc(C)c(C(=O)N(C)C)s2)o1	-4.8%[76.3 µM]
COC(=O)CCCN=C1SCCN1Cc1ccccc1	-3.7%
COc1ccc(CNC(=O)CCSCc2cccc(F)c2)cc1	6.7%
CC(Oc1ccc([N+](=O)[O-])cc1)C(=O)NCCCN1CCOCC1 (centres undefined)	2.0%[76.3 µM]
Cc1ccc(-c2nnn(CC(=O)N(c3ccccc3)C(C(=O)NC3CCCC3)c3ccncc3)n2)o1 (centres undefined)	0.9%
COc1ccc(C(=O)Nc2ccc(C(=O)NCC3CCCO3)cc2)c(OC)c1OC (centres undefined)	-3.6%[76.3 µM]
CC(=O)Nc1ccc(S(=O)(=O)Nc2nccc(C)n2)cc1	5.5%[76.3 µM]
CCOc1ccc(NC(=O)C2CCCN(S(=O)(=O)c3ccc(-n4cnnn4)cc3)C2)cc1 (centres undefined)	-2.0%
COc1ccc(-n2c(=O)c3ccccc3n(CC(=O)NCC3CCCO3)c2=O)cc1 (centres undefined)	-2.3%
O=S1(=O)CCOC[C@H](CC2CCCCC2)N1Cc1ccc(F)cc1	-3.9%[76.3 µM]
CC(O)CNc1nc(NCc2ccccc2)c2cnn(C)c2n1 (centres undefined)	8.3%[76.3 µM]
CCOC(=O)c1cc(S(=O)(=O)NC2CCCCC2)cn1C	-7.7%[76.3 µM]

Arranged by value in GAA glycogen (smallest number first): 3 of the compounds above.
compound | GAA glycogen
COc1ccccc1C1CC(c2ccccc2)=NN1C(=O)c1ccccc1 (centres undefined) | -4.4%
CCOc1ccc(NC(=O)C2CCCN(S(=O)(=O)c3ccc(-n4cnnn4)cc3)C2)cc1 (centres undefined) | -2.0%
Cc1ccc(-c2nnn(CC(=O)N(c3ccccc3)C(C(=O)NC3CCCC3)c3ccncc3)n2)o1 (centres undefined) | 0.9%

Single entries from the entries so far:
CC1CN(c2ccccc2)CCN1C(=O)c1cc(COc2c(F)cccc2F)on1 (centres undefined) in GAA glycogen = -17.3%[76.3 µM]
Cc1ccc(-c2nnn(CC(=O)N(c3ccccc3)C(C(=O)NC3CCCC3)c3ccncc3)n2)o1 (centres undefined) in GAA glycogen = 0.9%

(next part)
SMILES	GAA glycogen
CCCn1cnc2cc(NCc3ccc(Br)cc3)ccc21	-0.6%
CCCCc1cc(=O)oc2cc(OCC(=O)NC(Cc3c[nH]c4ccc(O)cc34)C(=O)O)ccc12 (centres undefined)	?
CCn1c(-c2ccccn2)nc2cc(S(=O)(=O)N(C)C)ccc21	6.2%
CCOc1ccc(N(CC(=O)NC2CCCCC2)C(=O)CCC(=O)Nc2cc(C)ccn2)cc1	-2.5%[76.3 µM]
NC(=O)NC(CC(=O)NCCc1ccccn1)c1ccccc1Cl (centres undefined)	0.1%
Cc1ccc(C)c(NC(=O)CCc2ccc(C)o2)c1	7.5%[76.3 µM]
CCCCc1nnc(NC(=O)CN(C)S(=O)(=O)c2ccc(C)cc2)s1	3.2%[76.3 µM]
NS(=O)(=O)c1ccc(CNS(=O)(=O)Cc2ccc(Cl)cc2)cc1	-3.6%[76.3 µM]
Cc1ccc(-n2ccc(=O)c(C(=O)Nc3ccc(S(=O)(=O)N4CCOCC4)cc3)n2)cc1	-2.1%[76.3 µM]
COc1ccc(-c2sc3ccc(N4CCOCC4)cc3c2-c2ccc(OC)c(F)c2)cc1	12.6%[76.3 µM]
COc1ccc(/C=C2\N=C(C)OC2=O)cc1OC(C)=O	2.5%
O=C(O)c1cc(S(=O)(=O)NC23CC4CC(CC(C4)C2)C3)ccc1Cl	3.5%
COc1ccc(S(=O)(=O)N2CCN(C(=O)c3ccco3)CC2)c(C)c1C	0.8%[76.3 µM]
CCOc1ccc(C2/C(=C(\O)c3ccc4c(c3)OCCO4)C(=O)C(=O)N2CCCn2ccnc2)cc1OC (centres undefined)	-4.3%[76.3 µM]
Cc1cc(C)nc(NS(=O)(=O)c2ccc(NC(=O)c3ccc(O)cc3O)cc2)n1	-16.4%[76.3 µM]
O=C(NCCNC(=O)c1cnccn1)c1cccc(Cl)c1	-2.5%
CC(C)(C)c1ccc(C(CC(=O)O)NC(=O)Cc2ccc(Cl)cc2)cc1 (centres undefined)	0.6%
COc1ccc(/C(C)=N/NC(=O)c2ccncc2)cc1	?
CC1Cc2cc(S(=O)(=O)NCCC(=O)NCc3ccc(F)cc3)ccc2N1C(=O)C1CC1 (centres undefined)	-0.7%[76.3 µM]
CCOc1ccc(N(C(=O)c2snc(C(N)=O)c2N)C(C)C(=O)NC2CCCCC2)cc1 (centres undefined)	-5.7%
COCCCNC(=O)Cn1c(=O)n(CC(=O)N2CCCCC2)c(=O)c2sccc21	0.1%[76.3 µM]
O=[N+]([O-])c1ccc(S(=O)(=O)Nc2nnc(C(F)(F)F)s2)cc1	0.5%[76.3 µM]
Cc1cc(C)n(S(=O)(=O)c2ccc(C)c(C)c2)n1	1.3%[76.3 µM]
Cc1ccc(C(=O)N2CCN(c3ccc(NC(=O)c4cc(C)cc(C)c4)cc3)CC2)cc1	9.4%[76.3 µM]
O=C(Cn1nnc(-c2ccccc2)n1)NNC(=O)c1cccc([N+](=O)[O-])c1	-4.7%

(more compounds)
SMILES	GAA glycogen
COCCCNC(=O)CNC(=O)c1nn(-c2ccc(OC)cc2OC)c(=O)c2ccccc12	-1.2%
N#Cc1c(-c2ccccc2)cc(-c2ccccc2)nc1SCCC(=O)O	-12.1%[76.3 µM]
CN(C(=O)COC(=O)c1cc2c(s1)CCCCC2)C1CCS(=O)(=O)C1 (centres undefined)	-3.1%[76.3 µM]
CC(=O)C(Cc1ccccc1)NC(=O)CN(C)Cc1ccccc1Cl (centres undefined)	-3.0%[76.3 µM]
Cc1cc(C(=O)NC(C)CCc2ccccc2)ccc1[N+](=O)[O-] (centres undefined)	-11.7%[76.3 µM]
O=C(NCCc1ccc(F)cc1)NC12CC3CC(CC(C3)C1)C2	-5.2%[76.3 µM]
Cc1ccc(-n2nnnc2CS(=O)(=O)c2ccccc2)c(C)c1	-6.5%[76.3 µM]
CCN(CC1CCCO1)C(=O)c1cc(COc2ccc(OC)cc2Cl)on1 (centres undefined)	5.2%[76.3 µM]
Cc1ccc2c(c1)C(c1ccccc1)N(C(=O)c1ccccc1)CC(=O)N2 (centres undefined)	7.1%
CCOC(=O)N1CCN(CC(O)c2c[nH]c3ccccc23)CC1 (centres undefined)	3.2%
Cc1coc2cc3oc(=O)c(CCC(=O)N4CCC(C(=O)O)(c5ccccc5)CC4)c(C)c3cc12	-10.2%[76.3 µM]
O=C(Nc1ccon1)Nc1ccc(Cl)cc1Cl	9.4%[76.3 µM]
CCc1ccccc1NC(=O)c1ccc(-c2csc(C)n2)cc1	7.8%[76.3 µM]
CCCNC(=O)c1ccc(S(=O)(=O)c2ccc(OC)cc2)c([N+](=O)[O-])c1	4.0%
CCOC(=O)C1CCN(C(=O)Cn2cnc3sc(C)c(S(=O)(=O)N4CCC(C)CC4)c3c2=O)CC1	-3.8%
N#Cc1ccc(C2N=C(c3ccccc3)NO2)cc1 (centres undefined)	1.1%
COc1cccc(C(=O)Nc2ccccc2NC(=O)c2cccc(OC)c2)c1	-12.6%[76.3 µM]
O=C(COc1ccccc1)Nc1ccc2oc(=O)ccc2c1	-11.0%
Cc1cccc(C(C(=O)NC2CCCCC2)N(Cc2cccnc2)C(=O)c2csnn2)c1 (centres undefined)	4.7%
Cc1ccccc1NC(=O)Cc1cccs1	1.4%[76.3 µM]
CCCCOC(=O)Nc1nnc(CC(=O)NCc2ccccc2)s1	-9.9%[76.3 µM]
CCC(C)C(NC(=O)C1CCC(C)CC1)C(=O)NCCc1ccc(S(N)(=O)=O)cc1 (centres undefined)	4.5%
CCCCc1nnc(NC(=O)C2CC(=O)N(Cc3ccccc3)C2)s1 (centres undefined)	0.5%[76.3 µM]
O=c1c(-c2ccccc2)c(-c2ccccc2)oc2cc(O)cc(O)c12	1.2%
COc1ccc(NC(=O)CN(C)C(=O)C(C)Sc2ccccc2)cc1 (centres undefined)	-4.7%[76.3 µM]

The results go on:
SMILES	GAA glycogen
O=C(Nc1ccc(Cl)cc1)C1CCCN(c2ncnc3c2nc2n3CCCCC2)C1 (centres undefined)	0.2%[76.3 µM]
COc1ccc(Cl)cc1NC(=O)C/C(C)=N/NC(=O)C(=O)NCc1ccccc1	-2.2%
CN(C)S(=O)(=O)c1cccc(NC(=O)c2cc(=O)[nH]c(=O)[nH]2)c1	-0.5%
CC(C)(C)NC(=O)CN1C(=O)NC(c2ccccc2)(c2ccccc2)C1=O	-0.4%
COc1cc(/C=C/c2[nH]c(=O)[nH]c(=O)c2[N+](=O)[O-])cc([N+](=O)[O-])c1O	-1.1%
Cc1ccc2cc(C)c(N3CCN(c4ccc(F)cc4)CC3)nc2c1	-5.9%
CC(C)C(C)NC(=O)CN1C(=O)NC(c2ccccc2)(c2ccccc2)C1=O (centres undefined)	1.3%
Cc1[nH]n(C(N)=S)c(=O)c1N=Nc1cccc(C(F)(F)F)c1	5.1%
Cc1ccccc1NS(=O)(=O)c1ccc2oc(=O)ccc2c1	0.8%[76.3 µM]
CC1CN(Cc2cc(=O)oc3cc(O)ccc23)CC(C)O1 (centres undefined)	21.3%
CCOc1ccc2ccccc2c1/C=N/NC(=O)c1ccc(C)nc1	-11.2%
CCOC(=O)c1sc2nc(C)nc(NCc3ccc(F)cc3)c2c1C	8.8%
CCOC(=O)N1CCN(C(=O)CNC(=O)c2nn(-c3ccc(OC)c(Cl)c3)c(=O)c3ccccc23)CC1	3.6%
O=C(NC1CCCc2c1cnn2-c1cc(F)cc(F)c1)c1cc[n+]([O-])cc1 (centres undefined)	0.7%[76.3 µM]
CC1=C(C(=O)OC(C)C)C(c2ccc3c(c2)OCO3)NC(=O)N1 (centres undefined)	-8.9%[76.3 µM]
CC(=O)Nc1ccc(OCC(O)Cn2cccn2)cc1 (centres undefined)	0.9%[76.3 µM]
COc1ccccc1CNCC(=O)Nc1ccc(N(C)C)cc1	-8.9%
C[C@H](NC(=O)c1nc[nH]c1C(=O)NCc1ccccc1)C(=O)OCc1ccccc1	2.2%[76.3 µM]
CCc1c(C)c2ccc(OC(C)C(=O)NC(Cc3c[nH]c4ccc(O)cc34)C(=O)O)c(C)c2oc1=O (centres undefined)	?
Cc1c(C(=O)O)sc2nc(-c3cccs3)cc(C(F)(F)F)c12	5.7%
Cc1cc(N2CCOCC2)nc2ccc(NC(=S)NCCN(C)C)cc12	-11.6%
COc1ccc(OC)c(NC(=O)NCc2cccnc2)c1	-4.9%[76.3 µM]
COc1ccc2c(CC(=O)N[C@@H](Cc3ccccc3)C(=O)O)cc(=O)oc2c1C	5.5%
COc1cccc(OCc2cc(C(=O)N(C)Cc3nccn3C)no2)c1	-3.1%[76.3 µM]
Cc1cccc(C(=O)N2CCN(Cc3nc4sc5c(c4c(=O)[nH]3)CCCC5)CC2)c1	-5.1%

Ordered by heavy-atom count (low to high): 5 of the compounds above
SMILES	GAA glycogen
CC(=O)Nc1ccc(S(=O)(=O)Nc2nccc(C)n2)cc1	5.5%[76.3 µM]
CC(C)n1c(SCC(=O)Nc2ccc(F)cc2)nnc1C1CC1	-8.3%[76.3 µM]
CCOc1ccc(Br)cc1S(=O)(=O)NC1CC(C)(C)NC(C)(C)C1	-2.4%[76.3 µM]
COc1ccc2c(CC(=O)N[C@@H](Cc3ccccc3)C(=O)O)cc(=O)oc2c1C	5.5%
CCOc1ccc(N(CC(=O)NC2CCCCC2)C(=O)CCC(=O)Nc2cc(C)ccn2)cc1	-2.5%[76.3 µM]

Remaining list, next part.
SMILES	GAA glycogen
COC(=O)C1=C(N)OC2=C(C(=O)CCC2)C1c1ccc2c(c1)OCO2 (centres undefined)	-2.4%[76.3 µM]
O=C(CCC(=O)N1CCOc2ccccc21)NCc1ccccn1	-4.8%[76.3 µM]
C=Cn1cc[n+](CC(=O)c2ccc(Br)cc2)c1	-1.0%[76.3 µM]
O=C(CCNC(=O)c1ccco1)Nc1ccc(OC(F)F)c(Cl)c1	-2.7%
CC(C)(C)CN1CCN(Cc2c[nH]c3ccccc23)CC1CCO (centres undefined)	-3.7%[76.3 µM]
Cn1cc(Cl)c(C(=O)OCC(=O)c2ccccc2)n1	-1.2%
O=C(CNC(=O)c1ccc(Br)o1)NCC1CCCO1 (centres undefined)	-12.5%[76.3 µM]
CCc1ccc(OCC2NCCc3cc(OC)c(OC)cc32)cc1 (centres undefined)	-8.1%[76.3 µM]
